p53null 39C kill: selectivity test: cytotoxicity in p53 null cells, nonpermissive temperature. 0.97% of 55,000 active. AID 904. H1299 p53-null (neo) cells, 39C, ATPlite viability, 24 h. Potency, µM (titrated, usually from 46.1 µM), without a hit: at the highest dose activity, negative = cell killing, hits mostly cytotoxic;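 note: 0% = DMSO only and -100% = full killing by 100 µM tamoxifen; nearly all actives have a fitted effect of over 50% in size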
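Concentration-response (up to 46 uM) was run for 24 h at the nonpermissive 39C on H1299-p53A138V or H1299-neo cells. ATP content was measured with ATPlite luminescence. AC50 values were Hill-modeled after normalizing between DMSO and 100 uM tamoxifen killing.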
p53null 32C kill: p53 null cell cytotoxicity, permissive temperature; AID 903; Potency, µM (titrated, usually from 46.1 µM), for the others: at the top dose activity change, negative = cytotoxicity, usual class: cytotoxic; H1299-neo p53 null cells, ATP luminescence, 24 h, 32C; 0.62% of 55,000 active;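 note: 0% = DMSO only and -100% = full killing by 100 µM tamoxifen; nearly all actives have a fitted effect of over 55% in size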
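H1299-neo (p53-null) cells, 600/well, were pre-incubated overnight at 37C, then exposed to compounds at up to 46 uM for 24 hr at 32C. Viability was measured as ATP content by luminescence, and AC50 values came from Hill fits.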
* = called active by the depositor; ? = inconclusive; [ ] = remark or other dose. Calls come from the whole dose curve; as a rule, active = well fitted cell-killing curve with a large enough effect; inconclusive = small, poorly fitted or top-dose-only effect; inactive = no such curve, though single readings can be large or run the other way. Potency is the fitted concentration of half-maximal effect. Not all compounds are listed (hit frequency here may not be typical).

1: C=CCn1c(SCC(=O)NC23CC4CC(CC(C4)C2)C3)nc(O)cc1=O
2: Cc1ccc(-n2ncc(C(=O)N3CCc4ccccc4C3)c2NC(=O)c2ccco2)cc1C
3: Cc1cc(NCc2ccccc2)nc2ccccc12
4: O=C(Nc1ccc2nc(-c3cccnc3)[nH]c2c1)C12CC3CC(CC(C3)C1)C2
5: CCC(C)(C)n1nnnc1C(c1cc(OC)ccc1OC)N1CCC(C(N)=O)CC1 (stereo not given)
6: CC(=O)NC(CC(=O)NC1CCCCC1)c1ccccc1 (stereo not given)
7: CCCCCc1nc2sc3c(c2c(=O)n1NC(=O)c1ccc([N+](=O)[O-])cc1)CC(C)(C)OC3
8: CCc1ccc(S(=O)(=O)c2n[nH]n3c2nc(=O)c2ccccc23)cc1
9: COc1ccc(NC(=O)CCN2CC(C)OC(C)C2)c(OC)c1 (stereo not given)
10: CC(C)c1nnc(NC(=O)C2CCN(c3cnccn3)CC2)s1

| Assay by compound | 1 | 2 | 3 | 4 | 5 | 6 | 7 | 8 | 9 | 10 |
| --- | --- | --- | --- | --- | --- | --- | --- | --- | --- | --- |
| p53null 39C kill | 26% | 8% | 16% | ? | -1% | 9% | -8% | 8% | -5% | 1% |
| p53null 32C kill | 8% | 2% | -8% | ? | 7% | -3% | 23% | 0% | 11% | 2% |

The final three records of the part before are carried over, then new ones follow.
8: CCc1ccc(S(=O)(=O)c2n[nH]n3c2nc(=O)c2ccccc23)cc1
9: COc1ccc(NC(=O)CCN2CC(C)OC(C)C2)c(OC)c1 (stereo not given)
10: CC(C)c1nnc(NC(=O)C2CCN(c3cnccn3)CC2)s1
11: COc1cc(C2Nn3c(nnc3-c3ccccc3OC)S2)ccc1O (stereo not given)
12: O=C(c1ccc(NS(=O)(=O)c2cccs2)cc1)N1CCCCC1
13: Cc1cccc(Cn2c(N3CCCCC3C)nc3c2c(=O)[nH]c(=O)n3C)c1 (stereo not given)
14: Cc1c(C(=O)NCc2cccnc2)oc2ccc(S(=O)(=O)N3CCCCC3)cc12
15: COc1ccccc1OCCNc1nc2c(c(=O)n(C)c(=O)n2C)n1C
16: CCCCNC(=O)COC(=O)CCC(=O)c1cccs1
17: Cc1c(C(=O)O)oc2ccc(S(=O)(=O)NCCC3=CCCCC3)cc12
18: O=C(Cn1c(=O)sc2ccccc21)Nc1ccc(S(=O)(=O)N2CCCCC2)cc1
19: Cc1nn(-c2ccccc2)c2nc(C(F)(F)F)[nH]c(=O)c12
20: CCc1nc(C)c(-c2ccccc2)c(=O)[nH]1

| Assay by compound | 8 | 9 | 10 | 11 | 12 | 13 | 14 | 15 | 16 | 17 | 18 | 19 | 20 |
| --- | --- | --- | --- | --- | --- | --- | --- | --- | --- | --- | --- | --- | --- |
| p53null 39C kill | 8% | -5% | 1% | -7% | 20% | 9% | ? | -1% | 13% | -2% | -3% | 26% | -1% |
| p53null 32C kill | 0% | 11% | 2% | -5% | -7% | 10% | ? | 3% | 4% | 1% | 8% | 4% | 8% |

21: O=[N+]([O-])c1cccc(S(=O)(=O)Nc2nc3ccccc3nc2Nc2cccc(S(=O)(=O)N3CCCCC3)c2)c1
22: CCOC(=O)N1CCN(S(=O)(=O)c2cc(Cl)c(OC)cc2Cl)CC1
23: O=C(Cc1cccs1)N/N=C/c1ccco1
24: Cc1nnc(SCc2ccc(F)cc2)n1NC/C=C/c1ccccc1
25: Cc1ccc(-c2nnn(CC(=O)N(CC(=O)NC3CCCCC3)c3ccc(F)c(Cl)c3)n2)o1
26: COc1ccc(Cl)cc1C(=O)NCc1cnn(C)c1C
27: COCCNC(=O)C(OC(=O)CC1Sc2ccccc2NC1=O)c1ccccc1 (stereo not given)
28: COc1ccc2oc(=O)c(-c3nc4ccccc4o3)cc2c1
29: c1csc(CSc2nnc3sc4ccccc4n23)c1
30: CC(NC(=O)CSc1nc2ccccc2c(=O)[nH]1)c1ccccc1 (stereo not given)

| Assay by compound | 21 | 22 | 23 | 24 | 25 | 26 | 27 | 28 | 29 | 30 |
| --- | --- | --- | --- | --- | --- | --- | --- | --- | --- | --- |
| p53null 39C kill | 25% | -11% | 29% | -11% | -9% | 10% | -1% | 6% | 8% | 5% |
| p53null 32C kill | 14% | -12% | 2% | -18% | 10% | 6% | -14% | -12% | -5% | -2% |

The closing four records of the section before come first, to join the parts:
27: COCCNC(=O)C(OC(=O)CC1Sc2ccccc2NC1=O)c1ccccc1 (stereo not given)
28: COc1ccc2oc(=O)c(-c3nc4ccccc4o3)cc2c1
29: c1csc(CSc2nnc3sc4ccccc4n23)c1
30: CC(NC(=O)CSc1nc2ccccc2c(=O)[nH]1)c1ccccc1 (stereo not given)
31: COc1ccc(CC(=O)Nc2c3c(nn2-c2ccccc2C)CS(=O)C3)cc1 (stereo not given)
32: Cc1nonc1NC(=O)CSc1nnc(-c2ccoc2C)n1-c1cccc(Cl)c1
33: Cc1ccc(/C=N/NC(=O)c2csc(C)c2)o1
34: CCOC(=O)N1CCN(C(=O)CSc2nnc(Cn3c(=O)sc4ccccc43)n2C)CC1
35: O=C(Cc1ccccc1)Nc1nc2ccccc2s1
36: NC(=O)CN1N=C(c2cc(Cl)sc2Cl)CSC1=O
37: Cn1c(=O)c2[nH]c(Nc3ccccc3)nc2n(C)c1=O
38: Cc1ccc(NC(=O)CN(c2ccc3c(c2)OCO3)S(=O)(=O)c2c(C)n[nH]c2C)cc1
39: CCCCNCC(=O)Nc1sc(C)c(C)c1C(=O)OCC
40: CCOC(=O)N1CCC(N2C(=O)c3ccccc3C2Nc2cc(OC)c(OC)c(OC)c2)CC1 (stereo not given)

| Assay by compound | 27 | 28 | 29 | 30 | 31 | 32 | 33 | 34 | 35 | 36 | 37 | 38 | 39 | 40 |
| --- | --- | --- | --- | --- | --- | --- | --- | --- | --- | --- | --- | --- | --- | --- |
| p53null 39C kill | -1% | 6% | 8% | 5% | 14% | -13% | -27% | 12% | 4% | -6% | 21% | -5% | 28% | 6% |
| p53null 32C kill | -14% | -12% | -5% | -2% | 10% | -5% | -22% | 11% | 0% | 1% | -1% | 5% | 10% | 6% |

41: O=C(Cc1cccs1)Nc1nnc(Cc2ccccc2)s1
42: CN(C)CCCN(C(=O)CCc1ccccc1)c1nc2ccc(F)cc2s1
43: O=C(Cc1cccs1)Nc1nnc(SCc2cccc3ccccc23)s1
44: O=C1CCC(C(=O)Nc2ccccc2)N1 (stereo not given)
45: CCOC(=O)C1=C(C)NC2=C(C(=O)CC(C)(C)C2)C1c1coc2ccccc2c1=O (stereo not given)
46: CCC(C)(C)n1nnnc1CN1CCC(NC(=O)c2ccc(Br)cc2)CC1
47: C=CCNC(=O)C12CC3CC(C1)CC(C(=O)NCC=C)(C3)C2
48: CCOC(=O)c1cc2occc2n1CC(=O)NCCOC
49: C=CCn1c(Cc2c(C)[nH]c3ccccc23)nnc1SCC(=O)NCc1ccc(F)cc1
50: CCOc1ccc(-n2c(C)nc3cc(C(=O)NCCN4CCOCC4)ccc32)cc1

| Assay by compound | 41 | 42 | 43 | 44 | 45 | 46 | 47 | 48 | 49 | 50 |
| --- | --- | --- | --- | --- | --- | --- | --- | --- | --- | --- |
| p53null 39C kill | 4% | -17% | 14% | -3% | 2% | 14% | 33% | -15% | -9% | -7% |
| p53null 32C kill | -12% | -5% | -1% | -4% | 6% | 0% | -3% | -2% | -2% | 6% |

51: CCOC(=O)N1CCN(CCC(=O)Nc2ccccc2OC)CC1
52: Cn1c(SCCOc2ccccc2Cl)nnc1-c1cccs1
53: CCc1cccc(C)c1NC(=O)Cn1c(NCCO)nc2ccccc21
54: Cc1noc(C(=O)NCc2cccnc2)c1Cl
55: COC(=O)c1ccc(/C=C(\C#N)C(=O)NC(C)c2ccccc2)cc1 (stereo not given)
56: CN(Cc1cnn(C)c1)C(=O)C1CCCCC1C(=O)O (stereo not given)
57: Cc1ccc(C(=O)c2oc3ccccc3c2N)cc1
58: COC(=O)CCC(NC(=O)c1cc(C)oc1C)C(=O)OC (stereo not given)
59: CCCCn1c(NCCO)nc2ccccc21
60: CC(C)NC(=O)NS(=O)(=O)c1cnccc1NC1CC2CCC1C2 (stereo not given)

| Assay by compound | 51 | 52 | 53 | 54 | 55 | 56 | 57 | 58 | 59 | 60 |
| --- | --- | --- | --- | --- | --- | --- | --- | --- | --- | --- |
| p53null 39C kill | -6% | 1% | 1% | 24% | 7% | 3% | -2% | 6% | 0% | 22% |
| p53null 32C kill | -7% | -16% | -2% | -1% | -24% | 10% | -13% | 2% | -1% | 12% |

61: Cc1cc(NC(=O)CSc2nnc(-c3ccco3)n2Cc2ccccc2)no1
62: Cc1nc(NCc2ccc3c(c2)OCO3)c2oc3ccccc3c2n1
63: CCOc1ccc(OCC)c(NC(=O)CSc2nnc(Cn3cnc4ccccc43)n2C)c1
64: O=C(CCN1C(=O)c2ccccc2C1=O)N1CCOCC1
65: Cc1cc(/C=C(\C#N)C(=O)Nc2ccccc2)c(C)n1-c1cccnc1
66: CCOC(=O)C1CCCN(c2cc(C)nc3cc(-c4ccc(Cl)cc4)nn23)C1 (stereo not given)
67: Cc1ccc(-n2nc3c(c2NC(=O)c2ccc4c(c2)OCO4)CSC3)cc1
68: c1ccc(-c2ncnc3cc4n(c23)CCC4)cc1
69: CCC(C)(C)NC(=O)C(c1ccc(C)cc1)N(Cc1ccco1)C(=O)Cn1nnc2ccccc21 (stereo not given)
70: CCOC(=O)Cn1c(CCC(=O)O)ccc1-c1ccc(F)cc1

| Assay by compound | 61 | 62 | 63 | 64 | 65 | 66 | 67 | 68 | 69 | 70 |
| --- | --- | --- | --- | --- | --- | --- | --- | --- | --- | --- |
| p53null 39C kill | ? | -10% | -7% | 19% | 19%[1.84 µM] | 8% | -7% | -13% | 15% | -8% |
| p53null 32C kill | -7% | -4% | -12% | 5% | -21% | 1% | -10% | 3% | 3% | 0% |

71: Cc1sc2nc(SCC(N)=O)n(C)c(=O)c2c1C
72: Fc1cccc(-c2cc3nc(-c4ccccc4)cc(N4CCC5(CC4)OCCO5)n3n2)c1
73: c1ccc2oc(Cc3ccc(Cc4nc5ccccc5o4)cc3)nc2c1
74: S=c1[nH]nc(-c2ccccc2)n1/N=C/C=C/c1ccco1
75: Cn1cnnc1Sc1nc2c(c(=O)n(C)c(=O)n2C)n1Cc1ccccc1Cl
76: Cc1ccc(N2CC(C(=O)Nc3ccccc3C(=O)NC3CCCCC3)CC2=O)cc1 (stereo not given)
77: CC(C)C(c1nnnn1Cc1ccc2c(c1)OCO2)N1CCN(C)CC1 (stereo not given)
78: CCCNC(=O)CN(c1ccccc1)S(=O)(=O)c1ccc(OC)c(OC)c1
79: CC(=O)c1c(C)nn(C(C)CC(=O)O)c1C (stereo not given)
80: Cc1cc2oc(C(=O)Nc3c(C)n(C)n(-c4ccccc4)c3=O)c(C)c2cc1C

| Assay by compound | 71 | 72 | 73 | 74 | 75 | 76 | 77 | 78 | 79 | 80 |
| --- | --- | --- | --- | --- | --- | --- | --- | --- | --- | --- |
| p53null 39C kill | -18% | 1% | -4% | -8%[1.84 µM] | 23% | -6% | 8% | -20% | -9% | -19% |
| p53null 32C kill | -7% | 14% | -2% | -12% | 1% | -1% | -2% | -10% | -6% | -12% |

81: CCOc1cc(-c2c(C)c(C)nc(N)c2C#N)ccc1O
82: O=S(=O)(c1cccs1)N1CCN(c2ccccn2)CC1
83: O=C(Nc1cccc(F)c1)c1ccc(S(=O)(=O)N2CCCC2)cc1
84: Cc1cccc(-n2c(SCc3cc(=O)n4ccsc4n3)nc3ccccc32)c1
85: O=C1c2ccccc2-c2onc3ccc(Oc4ccccc4)c1c23
86: O=C(CCn1c2c(c3ccccc31)CCCC2)NNC(=O)c1ccc([N+](=O)[O-])cc1
87: CCCCCCCC1CC(CSc2ncn[nH]2)OC1=O (stereo not given)
88: CCC(C)(C)NC(=O)C(c1ccccc1F)N(C(=O)c1ccn[nH]1)c1ccccc1 (stereo not given)
89: Cc1ccc2nc(-c3sc4nc(C)cc(C)c4c3N)[nH]c2c1
90: COc1ccc(CCNC(=O)CSc2nnc(CNc3ccc(Cl)cc3)o2)cc1OC
91: COCCNC(=O)c1ccc(CS(=O)(=O)c2ccc(OC)cc2)o1

| Assay by compound | 81 | 82 | 83 | 84 | 85 | 86 | 87 | 88 | 89 | 90 | 91 |
| --- | --- | --- | --- | --- | --- | --- | --- | --- | --- | --- | --- |
| p53null 39C kill | 8% | -1% | 4% | -7% | 8% | -1% | 3% | 22% | -24% | 6% | 5% |
| p53null 32C kill | 5% | -9% | 7% | -6% | -4% | ? | -6% | 7% | ? | -3% | 1% |

Quoted at random: 2 compounds from above, in no set order.
33: Cc1ccc(/C=N/NC(=O)c2csc(C)c2)o1
48: CCOC(=O)c1cc2occc2n1CC(=O)NCCOC

| Assay by compound | 33 | 48 |
| --- | --- | --- |
| p53null 39C kill | -27% | -15% |
| p53null 32C kill | -22% | -2% |

By substructure: those above with a nitro group on carbon.
7: CCCCCc1nc2sc3c(c2c(=O)n1NC(=O)c1ccc([N+](=O)[O-])cc1)CC(C)(C)OC3
21: O=[N+]([O-])c1cccc(S(=O)(=O)Nc2nc3ccccc3nc2Nc2cccc(S(=O)(=O)N3CCCCC3)c2)c1
86: O=C(CCn1c2c(c3ccccc31)CCCC2)NNC(=O)c1ccc([N+](=O)[O-])cc1

| Assay by compound | 7 | 21 | 86 |
| --- | --- | --- | --- |
| p53null 39C kill | -8% | 25% | -1% |
| p53null 32C kill | 23% | 14% | ? |
